# Bioassay records from PubChem.
# NadD block: inhibitors of S. aureus NadD, primary screen, biochemical, colorimetric, uHTS. Nicotinate-nucleotide adenylyltransferase NadD (Staphylococcus aureus N315). purified NadD enzyme, colorimetric absorbance read-out. inhibition, % at 20 µM. actives 0.78% (n = 360,000). AID 602399, 2012; in the data active = inhibition above about 26%; also: some compounds past the cut are filed as inactive
# DNMT1 block: human DNMT1 methyltransferase inhibitors, primary screen, biochemical, molecular beacon, fluorescence, HinP1I cleavage, uHTS | inhibition (reported as % activation of signal), % at 10 µM | actives 0.83% (n = 360,000) | DNA (cytosine-5)-methyltransferase 1 (Homo sapiens), P26358; in the data active = inhibition above about 50%
# Rpn11 inh: Rpn11 (PSMD14) deubiquitinase inhibitors, primary screen, biochemical, fluorescence polarization, uHTS | 26S proteasome non-ATPase regulatory subunit 14 (Homo sapiens), O00487 | human 26S proteasome, Ub4-pepOG fluorescence polarization; 20S core pre-blocked with epoxomicin | calls only at 20 µM | actives 0.59% (n = 360,000) | AID 588493, 2011;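 active = inhibition at 20 µM, scaled to each plate's controls, above about 33%, limit read from the data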
# CendR NRP1 mod: modulators of CendR peptide binding to NRP-1, primary screen, biochemical, fluorescence polarization, uHTS. inhibition, % at 25 µM. FAM-RPARPAR peptide binding to NRP-1. actives 0.85% (n = 360,000). Neuropilin-1 (Homo sapiens), O14786;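 active = inhibition or corrected inhibition above about 18%, plus a signal ratio from 0.5 to 1.5, limit read from the data, passing the limit was not always enough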; also: strong numbers were not always called active
# LMPTP inh: LMPTP phosphatase inhibitors, primary screen, biochemical, fluorescence intensity, uHTS | Low molecular weight phosphotyrosine protein phosphatase (Homo sapiens), P24666 | recombinant LMPTP-A, OMFP fluorogenic substrate | inhibition, % at 20 µM | actives 0.22% (n = 360,000);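 active = compounds that cut the enzyme signal by at least half of the control window in the single-dose screen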;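 also: plate controls were DMSO wells with enzyme plus substrate for no effect and substrate without enzyme for full effect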
# Target sequence (P24666 whole entry, looked up): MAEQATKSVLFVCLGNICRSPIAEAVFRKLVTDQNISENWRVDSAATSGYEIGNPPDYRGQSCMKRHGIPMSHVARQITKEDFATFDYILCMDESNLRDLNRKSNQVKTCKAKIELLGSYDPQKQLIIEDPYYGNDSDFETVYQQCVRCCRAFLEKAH
#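 Assay system: LMPTP-A, protein tyrosine phosphatase of low molecular weight / Medium: pH 6.0 Bis-Tris buffer with DTT and Triton X-100 / Schedule: 50 min enzyme reaction at room temperature, protected from light / Measured by: endpoint fluorescence intensity from OMFP dephosphorylation / Read-out basis: % inhibition relative to no-enzyme and uninhibited control wells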
# Scp1 inh: Scp-1 phosphatase inhibitors, primary screen, biochemical, colorimetric, uHTS; actives 0.88% (n = 340,000); inhibition, % at 20 µM; Carboxy-terminal domain RNA polymerase II polypeptide A small phosphatase 1 (Homo …; Recombinant Scp1, phosphopeptide, malachite green phosphate absorbance; AID 493091, 2011;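 active = inhibition above about 50% at 20 µM, limit read from the data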;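 also: plate controls were DMSO wells with enzyme for no effect and wells lacking enzyme for full effect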
# Target sequence (Q9GZU7 76-261 limits assumed): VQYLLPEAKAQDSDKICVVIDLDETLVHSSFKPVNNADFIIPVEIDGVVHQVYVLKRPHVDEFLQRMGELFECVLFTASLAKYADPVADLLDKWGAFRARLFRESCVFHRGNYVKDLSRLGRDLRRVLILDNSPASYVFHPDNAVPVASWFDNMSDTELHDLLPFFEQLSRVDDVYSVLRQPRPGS
#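 Test system: SCP-1 catalytic domain; Buffer or medium: Acidic Tris acetate buffer with magnesium and detergent; Also added: Phosphorylated 17-residue peptide substrate; Compound: single 20 µM dose, 1% DMSO; Schedule: enzyme reaction 45 min at room temperature, colour 5 min, stabilisation 30 min; Signal: Phosphate-binding colour reagent, absorbance read at 630 nm.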
# MT1-MMP act inh: blockers of MT1-MMP proenzyme processing, primary screen, HT1080 RFP-PRO-GFP cells, GFP/RFP fluorescence. actives 0.061% (n = 360,000). AID 651647, 2012. Matrix metalloproteinase-14 (Homo sapiens), P50281. GFP/RFP ratio fluorescence, overnight; percent of plate control window, DMSO zero. GFP/RFP ratio change, % at 20 µM;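 active = GFP/RFP ratio change of at least 30% with cell ATP level not reduced by more than half and red fluorescence within 50% of control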; also: strong numbers were not always called active
#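 Read-out: GFP/RFP fluorescence ratio; Test system: RFP-PRO-GFP reporter HT1080 cells; Compound dosing: single-point 20 µM compound, 1% DMSO; Times: overnight compound exposure at 37 °C.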
# SKN-1 inh: suppressors of acrylamide-induced Pgst-4::GFP reporter in worms, primary screen, SKN-1 inhibitor project, whole organism, uHTS, GFP/RFP fluorescence ratio, strain VP596; inhibition, % at 21.8 µM; C. elegans VP596 Pgst-4::GFP/RFP ratio, 24 h; actives 0.49% (n = 360,000); AID 624304, 2012;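 active = interference check ratio from 0.5 to 1.5 plus GFP to RFP signal ratio inhibition reaching or exceeding a fixed threshold, cut at about 30% in these data, passing the limit was not always enough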; also: some compounds called inactive have numbers as strong as hits
# STEP inh: STEP phosphatase inhibitors, primary screen, biochemical, fluorescence intensity, uHTS | Tyrosine-protein phosphatase non-receptor type 5 (Homo sapiens), P54829 | recombinant STEP, OMFP fluorogenic substrate | inhibition, % at 20 µM | actives 0.25% (n = 360,000) | AID 588621, 2011;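 active = inhibition at 20 µM, scaled per plate between control wells, above about 37%, limit read from the data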;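 also: 0% = DMSO with enzyme and substrate and 100% = substrate only without enzyme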
# Target sequence (P54829 whole entry, looked up): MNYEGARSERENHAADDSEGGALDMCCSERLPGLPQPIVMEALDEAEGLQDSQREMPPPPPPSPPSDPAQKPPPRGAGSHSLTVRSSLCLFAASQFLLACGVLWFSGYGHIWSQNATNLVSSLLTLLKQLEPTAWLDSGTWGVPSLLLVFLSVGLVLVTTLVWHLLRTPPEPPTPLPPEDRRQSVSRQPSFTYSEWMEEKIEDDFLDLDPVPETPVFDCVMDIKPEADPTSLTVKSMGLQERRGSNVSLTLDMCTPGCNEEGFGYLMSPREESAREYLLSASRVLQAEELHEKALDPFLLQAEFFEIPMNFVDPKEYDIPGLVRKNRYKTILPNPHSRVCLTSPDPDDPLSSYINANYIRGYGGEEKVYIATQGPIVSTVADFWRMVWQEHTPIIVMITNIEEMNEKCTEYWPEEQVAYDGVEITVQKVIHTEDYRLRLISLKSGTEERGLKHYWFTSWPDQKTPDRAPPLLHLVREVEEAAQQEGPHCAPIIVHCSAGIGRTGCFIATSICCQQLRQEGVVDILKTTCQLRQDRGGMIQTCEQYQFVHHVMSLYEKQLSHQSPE
#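 medium = Bis-Tris buffer pH 6.0, 2.5 mM DTT, 0.005% Tween 20 | test system = STEP (striatal-enriched tyrosine phosphatase) enzyme, cell-free | measure = normalized % inhibition | compound dosing = 20 µM, 1% DMSO | also added = 25 µM OMFP | schedule = reaction 20 min, ambient temperature | measured by = fluorescence read at 480 nm ex / 540 nm em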
# SUMO1 PPI mod: modulators of SUMO1 protein-protein interactions, primary screen, biochemical, uHTS; Small ubiquitin-related modifier 1 (Homo sapiens), P63165; SUMO1 binding to a labelled peptide, TR-FRET, 1 h; inhibition, % at 20 µM; actives 0.33% (n = 360,000); in the data active = inhibition above about 37%
# Target sequence (P63165 whole entry, looked up): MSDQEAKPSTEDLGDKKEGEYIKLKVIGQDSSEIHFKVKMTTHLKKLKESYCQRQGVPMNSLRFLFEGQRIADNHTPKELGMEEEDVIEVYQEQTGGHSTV
# * marks the source's active call; other numbers are inactive results; i = inactive; . = not tested or not shown.
entry	SMILES	NadD block	DNMT1 block	Rpn11 inh	CendR NRP1 mod	LMPTP inh
1	CC(C)C1Cc2[nH]c(=S)[nH]c(=O)c2C(c2ccc(Cl)cc2)O1 (configuration not stated)	-1	-5	i	7	-1.0
2	N/C(CS(=O)(=O)c1ccc(F)cc1)=N\O	-1	-3	i	-3	-0.9
3	COc1cccc(/C=C2\SC(=S)N(C(Cc3ccccc3)C(=O)O)C2=O)c1 (configuration not stated)	15	3	i	-22	6.6
4	O=C(Nc1ccc(C(=O)NC2CCCCC2)cc1)c1cccnc1	1	-5	i	6	-0.4
5	Cc1cccc(CN2CCCC(C(=O)Nc3ccccc3Oc3cccnc3)C2)c1 (configuration not stated)	-11	0	i	-6	0.1
6	CC1CN(c2nc(Nc3ccccc3F)nc(N)c2[N+](=O)[O-])CC(C)O1 (configuration not stated)	-3	-2	i	12	1.3
7	Cc1ccc(N2N=C(c3ccc(F)cc3)CC2c2ccco2)cc1 (configuration not stated)	-4	0	i	-5	5.1
8	COc1ccc(OC)c(C2NC(=O)NC(C)=C2C(=O)Nc2ccc(C)cc2)c1 (configuration not stated)	1	-1	i	4	-0.6
9	COC(=O)c1ccc(NC(=O)CN2CCN(CC#N)CC2)cc1	0	1	i	-8	-2.5
10	COc1cc(C(=O)n2nc(C)cc2C)cc(OC)c1OC	4	-1	i	-18	-1.4
11	COCc1cc(=O)n2[nH]c(N)nc2n1	-4	6	i	-9	-1.2
12	Cc1cc(C(F)F)n2ncc(C(=O)NCc3ccccc3)c2n1	2	1	i	6	-1.6
13	Cn1c(SCC(=O)NC2CC2)nnc1-c1ccco1	0	4	i	-16	-1.7
14	Cn1c(C(=O)NC2CCCCC2)cc2sccc21	-2	9	i	-8	-0.5
15	Cc1ccccc1CN1CCC(n2nccc2NC(=O)CCCc2ccccc2)CC1	-6	3	i	10	0.0

entry	Scp1 inh	MT1-MMP act inh	SKN-1 inh	STEP inh	SUMO1 PPI mod
1	.	3	0	3	6
2	2	0	6	0	2
3	-9	-2	18	8	-17
4	-2	-10	2	2	2
5	-5	-2	10	-2	2
6	-6	0	-17	-2	4
7	-12	-1	14	4	-1
8	2	-2	16	1	7
9	-6	2	4	1	2
10	-5	0	-8	2	1
11	12	2	-3	-1	6
12	-2	-5	3	-1	0
13	3	-4	-11	-3	1
14	-6	-2	10	-2	-2
15	-4	-2	-3	-4	0

# Next section; the last 2 above are carried over.
entry	SMILES	NadD block	DNMT1 block	Rpn11 inh	CendR NRP1 mod	LMPTP inh
14	Cn1c(C(=O)NC2CCCCC2)cc2sccc21	-2	9	i	-8	-0.5
15	Cc1ccccc1CN1CCC(n2nccc2NC(=O)CCCc2ccccc2)CC1	-6	3	i	10	0.0
16	CCOc1ccc(NS(=O)(=O)c2cnc(Cl)c(Cl)c2)cc1	-3	7	i	8	-0.1
17	Cc1cc(S(=O)(=O)Nc2ccc(C(=O)NC3CC3)cc2)ccc1F	-2	0	i	12	-0.8
18	COc1ccc(-c2c(C(F)(F)F)[nH]n3c(=O)cc(-c4ccccc4)nc23)cc1	17	-1	i	-12	-1.6
19	COc1ccc(Nc2nc(NCc3ccco3)nc(N/N=C/c3ccccc3Cl)n2)cc1	17	-13	i	-9	1.2
20	CN(C)S(=O)(=O)Oc1ccc(Cl)cc1C(=O)Nc1cccc(C(F)(F)F)c1	-7	2	i	-4	2.6
21	Cc1cccc(NC(=O)c2ccc3ccccc3n2)n1	0	0	i	2	1.0
22	O=C(N/N=C/c1ccc(Br)s1)Nc1ccccc1	0	1	i	14	1.3
23	C=CCc1ccccc1OCC(=O)O	-3	10	i	12	-0.2
24	Cc1ccc(S(=O)(=O)N2CCC(=O)N(CCOCc3ccc(Cl)cc3)CC2)cc1	-3	-1	i	17	0.3
25	O=C(N/N=C/c1cccc([N+](=O)[O-])c1O)c1cccs1	6	7	i	12	1.2
26	CCCN(CCC)Cc1c(C(=O)N/N=C/c2ccoc2)nnn1-c1nonc1N	0	3	i	11	-0.1
27	Cc1ccc(NC2=C(Cl)C(=O)N(C3CCCCC3)C2=O)cc1	5	8	i	4	-1.1
28	S=C(Nc1cccnc1)Nc1cccc2cnccc12	3	-13	i	-10	2.9
29	O=C(CN(C(=O)Cn1nnc(-c2cccs2)n1)c1ccc2c(c1)OCCO2)NC1CCCCC1	-12	-4	i	-1	1.4
30	Cc1ccccc1NC(=O)C1C2/C=C\CCCCC21 (configuration not stated)	-1	12	i	-17	-0.8

entry	Scp1 inh	MT1-MMP act inh	SKN-1 inh	STEP inh	SUMO1 PPI mod
14	-6	-2	10	-2	-2
15	-4	-2	-3	-4	0
16	-19	18	-4	2	5
17	.	4	25	2	2
18	-4	2	10	0	14
19	9	0	1	1	-2
20	-22	1	12	-6	5
21	-2	7	-1	-1	-14
22	-3	3	14	1	0
23	34	-3	2	0	7
24	-8	4	9	1	2
25	15	6	12	2	-21
26	-6	1	-9	0	-1
27	-4	-1	-6	-4	0
28	-5	-1	10	0	-11
29	-10	-3	3	0	-3
30	-3	0	4	3	2

# Other records.
entry	SMILES	NadD block	DNMT1 block	Rpn11 inh	CendR NRP1 mod	LMPTP inh
31	Cc1csc(SCC(=O)c2cc(C)n(Cc3cccs3)c2C)n1	7	-6	i	-5	2.6
32	Nc1cc(N)nc(SCC(=O)c2ccccc2)n1	10	-14	i	-2	1.7
33	Oc1cccc2ccc(/C=C/c3ccc(Br)s3)nc12	13	-15	i	-1	4.0
34	COc1ccc(CNC(=O)c2ccc(CS(=O)Cc3ccc(Cl)cc3)o2)cc1 (configuration not stated)	-5	0	i	4	-0.6
35	C=CCN=C1SC(CC)C(=O)N1S(=O)(=O)c1ccc(C)cc1 (configuration not stated)	-7	-2	i	4	-0.3
36	COCCCNc1nc2ccccc2nc1NS(=O)(=O)c1ccc(C)cc1C	-1	3	i	-7	1.9
37	CCN1CCN(C(c2cccs2)C(C)NC(=O)NC2CCCCC2)CC1 (configuration not stated)	0	4	i	-9	-1.6
38	CCN(CC(=O)Nc1c(F)cccc1F)C(=O)Cc1ccc(OC)c(S(=O)(=O)N2CCOCC2)c1	5	1	i	-4	-10
39	Cc1ccc(CNC(=O)C2CCN(S(=O)(=O)N3CCCCC3)CC2)cc1	13	0	i	-16	-0.8
40	Cc1cc(C)cc(C(=O)NC(CC(N)=O)c2ccc(N3CCC(N4CCCCC4)CC3)c([N+](=O)[O-])c2)c1 (configuration not stated)	-7	0	i	12	-2.9
41	Cc1c(NS(=O)(=O)c2cccc(C(=O)OCC(=O)N(C)C3CCCCC3)c2)c(=O)n(-c2ccccc2)n1C	10	-1	i	14	0.0
42	Cc1ccc2c(c1)cc(CN(CCc1ccccc1)C(=O)N1CCOCC1)c1nnnn12	9	0	i	10	-1.6
43	CNC(=O)C(=O)NCCCN1CCOCC1	-8	2	i	8	-1.1
44	Cn1c(CNC(=O)OC(C)(C)C)nnc1SCc1c(Cl)cccc1Cl	1	1	i	-22	-1.8
45	Cc1ccc(C)c(N2CCN(C(=O)c3ccc(CS(=O)(=O)c4ccccc4C)o3)CC2)c1	1	-6	i	-3	3.1

entry	Scp1 inh	MT1-MMP act inh	SKN-1 inh	STEP inh	SUMO1 PPI mod
31	0	-8	7	-1	-1
32	6	2	-11	0	7
33	7	4	29	3	-5
34	-9	-2	-5	0	-3
35	-4	-4	0	10	-4
36	-1	-5	6	6	0
37	2	6	1	-3	5
38	-11	-1	7	-1	-17
39	2	2	1	-3	5
40	-12	1	1	-1	-20
41	8	1	4	0	0
42	-5	4	-11	0	-1
43	-1	-2	7	-1	-1
44	-11	0	-4	-4	1
45	-6	-14	18	-1	2

# The closing 3 compounds of the section before come first, to join the parts:
entry	SMILES	NadD block	DNMT1 block	Rpn11 inh	CendR NRP1 mod	LMPTP inh
43	CNC(=O)C(=O)NCCCN1CCOCC1	-8	2	i	8	-1.1
44	Cn1c(CNC(=O)OC(C)(C)C)nnc1SCc1c(Cl)cccc1Cl	1	1	i	-22	-1.8
45	Cc1ccc(C)c(N2CCN(C(=O)c3ccc(CS(=O)(=O)c4ccccc4C)o3)CC2)c1	1	-6	i	-3	3.1
46	Cc1nn(CC(=O)N/N=C/c2ccc(F)cc2)c(C)c1[N+](=O)[O-]	-6	-4	i	6	-1.4
47	CSc1ccc(C2NC(=O)CCC2[N+](=O)[O-])cc1 (configuration not stated)	3	3	i	-14	-1.0
48	CCCn1c(SCC(=O)c2ccc3c(c2)OCCO3)n[nH]c1=O	-2	1	i	-4	-0.2
49	C/C(=N\NC(=O)c1cccc(S(=O)(=O)N2CCOCC2)c1)c1ccco1	-2	3	i	7	2.6
50	Cc1ccc2nc(SCc3nnc(-c4ccccc4[N+](=O)[O-])o3)c(C#N)cc2c1	-3	9	i	-9	3.6
51	CC(NC(=S)Nc1ccc(OC(F)F)c(Cl)c1)C(C)(C)C (configuration not stated)	-5	-4	i	0	0.9
52	CC(C)CC1OC(C)CC2=C1C(=O)OC(C)(C)O2 (configuration not stated)	4	.	.	7	-1.3

entry	Scp1 inh	MT1-MMP act inh	SKN-1 inh	STEP inh	SUMO1 PPI mod
43	-1	-2	7	-1	-1
44	-11	0	-4	-4	1
45	-6	-14	18	-1	2
46	11	-1	8	-1	-4
47	-3	-2	-12	0	5
48	-10	1	43*	-2	1
49	-9	-5	6	2	-8
50	-13	1	6	2	-7
51	-2	0	11	0	1
52	.	0	11	.	4

# Compounds were not picked by outcome; about 3.9% have a hit in one of these screens.
